Screening data (PubChem BioAssay)
FAS-TE inh: FAS thioesterase domain inhibitors, primary screen, biochemical, fluorescence intensity, uHTS | Fatty acid synthase (Homo sapiens), P49327 | recombinant FAS-TE, OMFH fluorogenic substrate, fluorescence endpoint | inhibition, % at 15 µM | hit rate 0.67% among 360,000;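 active = compounds whose normalised, plate-corrected inhibition of enzyme fluorescence in the single-dose primary screen is 50% or more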;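 also: 0% = DMSO with enzyme and 100% = substrate without enzyme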
NadD block: inhibitors of S. aureus NadD, primary screen, biochemical, colorimetric, uHTS | purified NadD enzyme, colorimetric absorbance read-out | hit rate 0.78% among 360,000 | Nicotinate-nucleotide adenylyltransferase NadD (Staphylococcus aureus N315) | inhibition, % at 20 µM; in the data active = inhibition above about 26%; also: some compounds past the cut are filed as inactive
PABP1 MLLE inh: inhibitors of PABP1 MLLE–PAM2 peptide binding, primary screen, biochemical, fluorescence polarization, FITC-PAM2, GST-MLLE. inhibition, % at 20 µM. hit rate 0.36% among 360,000; in the data active = inhibition above about 35%, passing the limit was not always enough;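 also: plate controls were DMSO wells with GST-MLLE for no effect and wells lacking GST-MLLE protein for full effect; some results filed as inactive read as strong as hits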
Target sequence (P11940 whole entry, looked up): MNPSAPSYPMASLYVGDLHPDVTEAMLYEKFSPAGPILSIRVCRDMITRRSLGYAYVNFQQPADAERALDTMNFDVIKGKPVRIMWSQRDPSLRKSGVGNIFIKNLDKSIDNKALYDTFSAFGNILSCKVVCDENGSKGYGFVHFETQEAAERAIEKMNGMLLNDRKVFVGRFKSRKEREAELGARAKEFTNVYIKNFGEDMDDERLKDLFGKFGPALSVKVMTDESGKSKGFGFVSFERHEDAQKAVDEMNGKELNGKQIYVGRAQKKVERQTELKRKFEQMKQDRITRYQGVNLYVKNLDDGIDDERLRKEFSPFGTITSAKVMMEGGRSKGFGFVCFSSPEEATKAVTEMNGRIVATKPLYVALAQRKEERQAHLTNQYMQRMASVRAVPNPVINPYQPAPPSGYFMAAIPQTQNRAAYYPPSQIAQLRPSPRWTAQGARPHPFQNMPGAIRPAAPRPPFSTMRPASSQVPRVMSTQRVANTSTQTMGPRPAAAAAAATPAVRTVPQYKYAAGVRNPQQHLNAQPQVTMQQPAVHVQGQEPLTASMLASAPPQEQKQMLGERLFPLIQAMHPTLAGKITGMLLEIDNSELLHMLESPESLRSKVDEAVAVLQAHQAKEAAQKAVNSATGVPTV
Rpn11 block: Rpn11 (PSMD14) deubiquitinase inhibitors, primary screen, biochemical, fluorescence polarization, uHTS; 26S proteasome non-ATPase regulatory subunit 14 (Homo sapiens), O00487; human 26S proteasome, Ub4-pepOG fluorescence polarization; 20S core pre-blocked with epoxomicin; calls only at 20 µM; hit rate 0.59% among 360,000; AID 588493, 2011;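 active = inhibition at 20 µM, scaled to each plate's controls, above about 33%, limit read from the data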
Target sequence (O00487 whole entry, looked up): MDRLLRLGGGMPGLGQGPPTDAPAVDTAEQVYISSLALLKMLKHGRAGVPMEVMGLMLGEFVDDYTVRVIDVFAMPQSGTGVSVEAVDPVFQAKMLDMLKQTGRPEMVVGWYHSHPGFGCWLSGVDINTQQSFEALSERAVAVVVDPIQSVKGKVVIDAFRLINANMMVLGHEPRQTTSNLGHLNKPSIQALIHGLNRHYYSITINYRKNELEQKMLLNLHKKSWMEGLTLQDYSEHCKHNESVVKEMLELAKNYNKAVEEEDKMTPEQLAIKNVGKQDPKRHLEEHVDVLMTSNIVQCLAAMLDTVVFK
Rin1 Abl inh: inhibitors of Rin1-Abl protein binding, primary screen, biochemical, TR-FRET. Tyrosine-protein kinase ABL1 (Homo sapiens) + Ras and Rab interactor 1 (Homo sapiens), …. hit rate 0.4% among 360,000. AID 588664, 2011. inhibition, % at 7.35 µM; in the data active = inhibition above about 5%, passing the limit was not always enough
MT1-MMP act inh: blockers of MT1-MMP proenzyme processing, primary screen, HT1080 RFP-PRO-GFP cells, GFP/RFP fluorescence; Matrix metalloproteinase-14 (Homo sapiens), P50281; GFP/RFP ratio change, % at 20 µM; GFP/RFP ratio fluorescence, overnight; percent of plate control window, DMSO zero; hit rate 0.061% among 360,000;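 active = GFP/RFP ratio change of at least 30% with cell ATP level not reduced by more than half and red fluorescence within 50% of control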; also: strong numbers were not always called active
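Test system: HT1080 cells expressing an RFP-PRO-GFP fluorescent reporter construct / Compound dosing: single-point 20 µM compound, 1% DMSO / Schedule: cells overnight before dosing, compound overnight, 37 °C, 5% CO2 / Evaluation: GFP/RFP fluorescence ratio / Control set: DMSO and RFP-L50D-GFP cell wells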
SKN-1 inh: suppressors of acrylamide-induced Pgst-4::GFP reporter in worms, primary screen, SKN-1 inhibitor project, whole organism, uHTS, GFP/RFP fluorescence ratio, strain VP596. AID 624304, 2012. inhibition, % at 21.8 µM. hit rate 0.49% among 360,000. C. elegans VP596 Pgst-4::GFP/RFP ratio, 24 h;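 active = interference check ratio from 0.5 to 1.5 plus GFP to RFP signal ratio inhibition reaching or exceeding a fixed threshold, cut at about 30% in these data, passing the limit was not always enough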; also: some compounds called inactive have numbers as strong as hits
CSN deneddyl inh: inhibitors of CSN-mediated cullin deneddylation, primary screen, biochemical, fluorescence polarization, uHTS; Purified CSN, SCF-Nedd8-OG deneddylation; AID 651999, 2013; hit rate 0.38% among 360,000; COP9 signalosome complex subunit 5 (Homo sapiens), Q92905; inhibition, % at 12.5 µM;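 active = pattern-corrected inhibition above about 35%, with an unprinted fluorescence ratio check between 0.5 and 1.5, limit read from the data, passing the limit was not always enough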;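 also: 0% = enzyme with substrate and 100% = substrate without enzyme; some results filed as inactive read as strong as hits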
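test system = HEK293T-derived human Csn5 enzyme | amount = 0.24 nM Csn5 enzyme, final concentration | medium = Tris/NaCl/DTT buffer, pH 7.5 | schedule = 90 min reaction at room temperature | signal = FP | evaluation = inhibition of Csn5 cleavage, % | compound dosing = single dose of 12.5 µM compound with 0.25% DMSO | probe or stimulus = 10 nM SCFSkp2-Nedd8OG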
Neddylation inh: inhibitors of cullin neddylation, primary screen, biochemical, TR-FRET, uHTS, NAE and Ubc12 | NEDD8-conjugating enzyme Ubc12 (Homo sapiens) + NEDD8-activating enzyme E1 regulatory … | calls only at 25 µM | hit rate 0.58% among 360,000; in the data active = inhibition above about 36%
* hit, by the source's call; i = inactive; / = no result given.

SMILES	FAS-TE inh	NadD block	PABP1 MLLE inh	Rpn11 block	Rin1 Abl inh	MT1-MMP act inh	SKN-1 inh	CSN deneddyl inh	Neddylation inh
CC(NC(=O)c1ccc(CS(=O)(=O)c2cccc(C(F)(F)F)c2)o1)c1ccc2c(c1)OCCO2 (stereo unspecified)	9.2	-0.7	7.9	i	2.5	1.8	11.4	8.1	i
CN(C)c1ccc(/C=N/NC(=O)c2cnc3ccccc3c2)cc1	-15.8	5.0	-2.0	i	-0.7	1.8	-6.4	15.1	i
Cc1nc2sccn2c(=O)c1S(=O)(=O)N1CCN(c2ccccc2F)CC1	8.3	2.2	-1.3	i	-0.5	4.7	-10.8	-0.4	i
Oc1ccc(CCc2ccccn2)cc1	-3.6	1.4	6.5	i	3.5	2.2	13.9	1.2	i
CCC(=O)N1N=C(c2ccc(C)o2)CC1c1ccc(N(C)C)cc1 (stereo unspecified)	-2.8	-2.5	4.4	i	-1.0	0.5	-8.9	-0.9	i
c1ccc(-c2ccc(C3=Nn4c(nnc4-c4cccs4)SC3)cc2)cc1	17.5	12.7	2.7	i	-2.0	6.4	-28.3	-2.7	i
CCc1nc(NCc2ccccc2)c(C#N)c2c1CCCC2	35.7	3.7	2.2	i	1.9	2.8	8.2	-1.1	i
CCOc1ccccc1NC(=S)Nc1ccc2cn[nH]c2c1	-2.5	1.5	12.7	i	2.3	-13.9	-12.8	-1.5	i
COc1ccc(C(=O)O)cc1NC(=S)NC(=O)/C=C/c1ccc(C(C)C)cc1	27.9	19.5	38.8*	i	-2.7	0.8	-10.5	10.5	i
CCn1c(=NC(=O)C2COc3ccccc3O2)sc2c(C)ccc(OC)c21 (stereo unspecified)	28.4	-2.8	2.8	i	-7.6	2.0	-0.2	-6.9	i
COc1ccc(CN(C)S(=O)(=O)c2ccc3c(c2)OCCO3)cc1	18.4	-2.1	-7.2	i	2.0	-1.5	6.2	-1.9	i
Fc1ccccc1-c1n[nH]c(=S)n1/N=C/c1c[nH]c2ccccc12	1.2	0.7	10.8	i	-3.3	-0.7	-0.5	-1.1	i
CCC(=O)Nc1nnc(SCc2cccc(F)c2)s1	-5.2	-0.4	6.8	i	0.7	1.7	0.8	0.1	i
Cc1cccc(NC(=O)CSc2nnc(CNC(=O)c3ccc(S(=O)(=O)N(C)C)cc3)n2-c2ccc(F)cc2)c1	3.4	2.3	5.0	i	0.5	-0.1	8.6	-0.1	i
CCc1ccc(NC2CC(=O)N(c3ccc(OC)cc3OC)C2=O)cc1 (stereo unspecified)	6.6	1.5	4.7	i	-0.1	4.6	-6.7	2.5	i
COc1ccc(OCCCC(=O)Nc2ccc(OC)c(S(=O)(=O)N3CCOCC3)c2)cc1	-1.8	1.2	-39.3	i	3.6	-0.9	9.6	-5.3	i
CCOc1ccccc1NC(=O)Nc1c(C)n(-c2ccccc2)c(=O)n1C	-5.7	-2.1	-5.1	i	1.4	1.5	-6.9	-1.2	i
c1ccc2sc(NC3=NCN(C4CCCCC4)CN3)nc2c1	-5.8	-6.4	5.8	i	0.8	0.1	3.1	-11.6	i
COC(=O)C1CCN(C(=O)c2ccccc2Oc2ccccc2)CC1	-5.9	-6.1	1.7	i	-3.0	-2.8	4.5	1.8	i
CCOC(=O)c1[nH]c(C)c(C(=O)N2CCN(C(=O)OCC)CC2)c1CC	-0.2	2.3	8.2	i	2.9	5.6	-21.6	-5.5	i
Cc1ccc(C2C(C#N)=C(N)Oc3cc(N)ccc32)cc1 (stereo unspecified)	8.1	2.0	3.4	i	-3.4	3.4	3.3	-1.4	i
O=C(CN(Cc1ccc(Cl)c(Cl)c1)S(=O)(=O)c1ccccc1)N/N=C\c1ccc2c(c1)OCO2	31.4	14.5	19.2	i	-2.7	-1.2	21.3	-5.4	i
COc1ccc(NC(=S)Nc2ccccc2C(F)(F)F)cc1	-5.0	-1.4	24.3	i	0.4	1.0	1.5	-6.7	i
CCN(C(=O)CSc1nc2ccccc2n1CC(C)C)c1c(N)n(Cc2ccccc2)c(=O)[nH]c1=O	-3.4	14.0	-118.1	i	2.4	-1.3	-10.5	-1.6	i
Cc1ccsc1C(=O)OCC(=O)NCc1ccccc1	-9.5	-1.5	20.6	i	5.0	0.2	2.6	5.4	i
COCCOC(=O)CC1=NC(=O)CS1	-7.7	5.6	8.1	i	-1.4	0.3	2.3	-1.1	i
Cc1ccccc1-c1cc2nc(-c3ccc([N+](=O)[O-])cc3)cc(=O)n2[nH]1	44.7	22.3	18.1	i	1.4	10.7	-8.0	-8.9	i
CCC(C)Nc1c([N+](=O)[O-])cc(C)cc1[N+](=O)[O-] (stereo unspecified)	18.9	-9.7	-14.0	i	0.6	-2.7	7.9	2.6	i
O=C(N[C@@H](Cc1ccccc1)C(=O)NCCc1c[nH]c2ccccc12)c1ccco1	1.4	-6.8	0.1	i	-3.2	-3.5	-6.2	7.2	i
Cc1onc(C(=O)N2CCOCC2)c1[N+](=O)[O-]	-11.2	1.2	-14.3	i	4.5	-0.3	2.2	1.2	i
COc1cc(CNCc2ccc(OC)c3ccccc23)cc(OC)c1OC	-0.4	0.5	-1.2	i	-1.5	6.8	-8.7	2.8	i
COc1ccc(-c2cc(-c3nnc(COC(=O)c4ccncc4)o3)c3ccccc3n2)cc1OC	10.0	-6.0	-0.4	i	-6.2	3.8	11.4	-9.6	/
CCOC(=O)[C@]12CCC=C1N(Cc1ccc3c(c1)OCO3)C(=O)[C@H](CC(=O)N1CCCC1)C2	-8.3	1.2	/	/	/	-0.1	1.5	2.5	i
Oc1c(Br)cc(Br)cc1CNc1ccc(F)cc1	25.9	0.4	2.5	i	3.4	0.8	9.8	-9.2	i
O=C(Nc1cnn(C23CC4CC(CC(C4)C2)C3)c1)c1cnn2cccnc12	3.6	-2.0	2.6	i	0.0	2.6	-3.3	3.1	i
COc1ccc(N2CCN(CC(=O)Nc3ccc(SC(F)F)cc3)CC2)cc1	18.2	-3.4	-6.5	i	0.8	0.6	-0.5	1.1	i
COc1cc(Cn2c(N)c(C#N)c3nc4ccccc4nc32)cc(OC)c1	5.4	0.5	-7.0	i	-0.9	-3.7	-2.2	3.1	/
C=CCn1c(SCC(=O)c2ccc(OC)cc2)nnc1C(C)NC(=O)c1cccs1 (stereo unspecified)	-8.8	-1.7	3.0	i	0.8	5.8	6.2	4.3	i
CCCCCCc1ccc(-c2ncc(N)cn2)cc1	29.0	-3.0	-10.2	i	2.7	-19.4	-9.8	0.3	i
CCOC(=O)N1CCN(C(=O)c2cc(COc3ccc(OC)cc3Cl)on2)CC1	5.7	-0.3	-5.6	i	3.6	-3.1	8.8	-1.2	i

Compound profiles (already shown). Screens in order: FAS-TE inh, NadD block, PABP1 MLLE inh, Rpn11 block, Rin1 Abl inh, MT1-MMP act inh, SKN-1 inh, CSN deneddyl inh, Neddylation inh
COc1ccc(-c2cc(-c3nnc(COC(=O)c4ccncc4)o3)c3ccccc3n2)cc1OC as listed: 10.0, -6.0, -0.4, i, -6.2, 3.8, 11.4, -9.6, /
COc1cc(CNCc2ccc(OC)c3ccccc23)cc(OC)c1OC as listed: -0.4, 0.5, -1.2, i, -1.5, 6.8, -8.7, 2.8, i

Further results
SMILES	FAS-TE inh	NadD block	PABP1 MLLE inh	Rpn11 block	Rin1 Abl inh	MT1-MMP act inh	SKN-1 inh	CSN deneddyl inh	Neddylation inh
O=C(COc1ccc(F)cc1Br)NCc1nnc2ccccn12	-7.5	-2.0	2.2	i	-0.9	-1.7	7.4	-4.6	i
Cn1c(SCC(=O)N2CCCc3ccccc32)nc2cccnc21	1.2	-6.4	-6.3	i	-2.6	-4.8	-2.1	0.2	i
COc1cccc(CNC(=O)C2CCCN(C(=O)c3ccc(Cl)cc3)C2)c1 (stereo unspecified)	1.7	-5.8	4.8	i	-0.1	-1.5	5.3	0.7	i
Nc1ncnc2nc(SCCOc3ccc(Cl)cc3)[nH]c12	-7.9	-3.2	-14.2	i	1.5	2.3	10.0	-5.8	i
N=C1C(c2ccccc2)=C(O)CN1c1cccc(S(=O)(=O)N2CCCCC2)c1	-2.8	2.2	12.4	i	-2.2	-0.6	7.5	1.3	i
CCOC(=O)Cc1c(C)nc2c(-c3ccccc3)cnn2c1C	-3.7	2.0	-6.9	i	2.6	-0.5	-10.4	-2.8	i
N#Cc1c(-n2cccc2)cccc1-n1cccc1	7.9	-8.4	11.2	i	-2.0	5.2	2.1	-2.7	i
CC(C)CCOc1ccc(C(=O)NCC(c2cccs2)N2CCOCC2)cc1 (stereo unspecified)	1.3	-3.7	-1.7	i	2.5	-1.1	-1.4	1.7	i
CC(C)N1CCc2c(sc(NC(=O)c3ccc(S(=O)(=O)N4CCc5ccccc54)cc3)c2C(N)=O)C1	-54.2	17.2	-112.9	/	-5.6	-103.8	20.6	46.7*	i
COc1ccc(CCOC(=O)c2ccc(NC(=O)CC#N)cc2)cc1	14.8	0.4	0.6	i	0.3	-3.1	7.5	0.6	i
Cc1ccc(NC(=O)CNc2ccccc2N2CCCC2=O)cc1S(=O)(=O)N1CCCCC1	3.5	4.3	-10.3	i	0.9	5.3	-13.1	4.3	i
CCC(CC)C(=O)N1N=C(c2ccc(NS(C)(=O)=O)cc2)CC1c1ccc(C)cc1 (stereo unspecified)	18.7	-6.2	0.3	i	-2.8	-9.4	0.7	2.7	/
NC(=O)c1c(N)[nH]c(C(=O)c2ccccc2)c1-c1ccncc1	-9.7	-2.0	/	/	/	1.6	6.2	-3.6	i
CCOc1ccc(-n2cnnn2)cc1S(=O)(=O)Nc1c(C)cccc1C	-3.9	3.7	-2.5	i	3.5	4.8	-2.3	0.6	i
C/C(=N\OC(=O)c1ccccc1)c1cc(-c2ccc(Cl)cc2)no1	-3.0	6.3	-4.7	i	-0.7	-1.0	13.7	1.7	i
Cc1occc1C(=O)NNC(=O)NC12CC3CC(CC(C3)C1)C2	-2.0	-2.5	-3.3	i	-1.2	7.8	16.8	-1.7	i
CCOC(=O)c1ccc(Oc2nc(NC)nc(Nc3ccccc3)n2)cc1	15.2	-6.4	-8.0	i	3.8	-7.8	1.4	1.2	i
CCN(CC)CCN(C(=O)c1ccc2c(c1)CCCC2)c1nc2c(C)cccc2s1	23.8	-2.7	-10.2	i	-0.8	-2.5	7.5	2.2	i
C=C(C1=CCN(S(=O)(=O)C(C)(C)C)[C@@H]1CCO)c1ccccc1	-6.5	-1.1	-0.6	i	-0.1	-7.2	7.7	0.5	i
O=C(CN1C(=O)COc2ccc(S(=O)(=O)N3CCCCC3)cc21)NCc1ccc(F)cc1	4.7	-4.0	13.4	i	-1.4	4.0	7.5	1.8	i
